CHOP UPR activ – activators of apoptotic arm of unfolded protein response (CHOP); activation, % at 10 µM; CHO-CHOP luciferase reporter, UPR activation, luminescence; percent of tunicamycin response over DMSO baseline; AID 449763; actives 0.34% (n = 330,000);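 active = at 10 µM dose, activation of 40% or more, normalized to positive control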;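 note: 100% = tunicamycin at 10 µg/mL and 0% = DMSO alone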
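Dosing – one dose, 10 µM in 0.5% DMSO · System – CHO-CHOP cells, stable luciferase reporter of PERK-eIF2a-CHOP signalling · Input – 500 cells/well · Control set – tunicamycin 10 µg/mL final as positive, DMSO-only wells as negative · Timing – 6 h compound treatment, 37 °C · Measure – % activation vs tunicamycin · Technique – luminescence read with Steady-Glo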
tim23-1 inh – tim23-1 yeast growth inhibition; S. cerevisiae tim23-1 growth, BacTiter-Glo luminescence, 24 h; inhibition, % at 20 µM; actives 1.3% (n = 330,000);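 active = growth inhibition of the mutant yeast at or above 50%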;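 note: temperature-sensitive mutant grown at 25 °C; plate controls were DMSO-treated mutant yeast for no effect and medium wells lacking yeast for full effect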
CCR6 antagonist – CCR6 (human) receptor antagonism. CHO-K1 CCR6 PathHunter beta-arrestin, luminescence, CCL20-stimulated. AID 493098. actives 0.49% (n = 340,000). inhibition, % at 20 µM;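 active = compounds whose inhibition of the agonist-driven luminescence signal at 20 µM reaches about 50%, limit read from the data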;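 note: cells stimulated with CCL20 at 14 nM final; plate controls were DMSO with CCL20 for no effect and DMSO without agonist for full effect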
APJ agonist – APJ receptor agonism. P35414. CHO-K1 APJ PathHunter beta-arrestin, luminescence; 0% DMSO wells, 100% apelin. activation, % at 20 µM. actives 0.11% (n = 330,000). AID 2520;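 active = activation more than six SD over the plate average, tested at 20 µM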;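 note: 0% = DMSO alone and 100% = apelin-13 at 10 nM; some results filed as inactive read as strong as hits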
Target sequence (P35414 whole entry, looked up): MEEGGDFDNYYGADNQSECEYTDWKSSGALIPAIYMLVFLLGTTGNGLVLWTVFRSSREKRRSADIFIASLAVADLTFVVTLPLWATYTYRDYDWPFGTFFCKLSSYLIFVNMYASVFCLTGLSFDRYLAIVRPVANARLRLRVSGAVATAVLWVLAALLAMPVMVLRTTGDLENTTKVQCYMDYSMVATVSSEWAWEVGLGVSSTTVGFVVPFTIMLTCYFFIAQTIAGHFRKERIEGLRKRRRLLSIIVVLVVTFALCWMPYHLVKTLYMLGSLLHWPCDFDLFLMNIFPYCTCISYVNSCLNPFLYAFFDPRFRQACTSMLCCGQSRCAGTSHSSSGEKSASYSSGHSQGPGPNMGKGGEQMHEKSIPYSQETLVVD
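Test system: CHO-K1 APJ beta-arrestin complementation cell line | Compound: Single test compound dose, 20 µM final, 1% DMSO | Incubation: Compound 90 min 25 °C, reagent 1 h | Measured by: beta-gal luminescence | Read-out basis: APJ–arrestin association signal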
XBP1 UPR activ – adaptive UPR (XBP1) activation; activation, % at 20 µM; actives 0.33% (n = 330,000); AID 463104; CHO-XBP1 luciferase reporter, IRE1-XBP1 UPR activation, luminescence; percent of tunicamycin response, DMSO as zero;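 active = versus positive control, 20 µM dose yields 30% or more activation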;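 note: 100% = tunicamycin at 10 µg/mL and 0% = DMSO only wells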
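Material: IRE1-XBP1 luciferase reporter CHO line / Quantity: one thousand reporter cells per well / Buffer or medium: F12 with 10% serum / Compound: 20 µM single concentration, DMSO 1% / Times: 6 h treatment, 37 °C / Detection: Steady-Glo luciferase glow luminescence, 10 min after reagent addition / Benchmarks: tunicamycin high, DMSO low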
CXCR6 block – blocks human CXCR6 beta-arrestin recruitment; O00574; CHO-K1 PathHunter CXCR6 beta-arrestin, luminescence; inhibition, % at 20 µM; actives 0.36% (n = 360,000); AID 602244; in the data active = inhibition above about 34%, passing the limit was not always enough;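 note: antagonist mode with CXCL16 agonist at 10 nM final; 0% = 10 nM CXCL16 with DMSO and 100% = unstimulated wells without agonist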
Target sequence (O00574 whole entry, looked up): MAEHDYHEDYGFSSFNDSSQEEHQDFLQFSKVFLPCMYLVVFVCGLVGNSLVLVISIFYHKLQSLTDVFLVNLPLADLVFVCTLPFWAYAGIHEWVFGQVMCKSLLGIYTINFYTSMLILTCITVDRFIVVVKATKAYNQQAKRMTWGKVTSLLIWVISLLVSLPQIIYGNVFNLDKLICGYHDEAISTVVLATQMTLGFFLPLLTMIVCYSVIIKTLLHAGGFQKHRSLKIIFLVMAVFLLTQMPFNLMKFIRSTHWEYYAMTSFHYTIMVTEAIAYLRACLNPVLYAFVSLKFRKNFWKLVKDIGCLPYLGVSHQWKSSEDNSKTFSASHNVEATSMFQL
EBI2 block – blocks human EBI2 receptor beta-arrestin signaling; P32249; EBI2 beta-arrestin recruitment, luminescence, 7a,25-OHC stimulated; inhibition, % at 5 µM; actives 0.81% (n = 360,000); AID 651636; in the data active = inhibition above about 38%;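 note: enzyme fragment complementation signal reports receptor beta-arrestin coupling in cells; 0% = agonist plus DMSO wells and 100% = wells without agonist; some results beyond the cut were filed as inactive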
Target sequence (P32249 whole entry, looked up, the tested form may be a part): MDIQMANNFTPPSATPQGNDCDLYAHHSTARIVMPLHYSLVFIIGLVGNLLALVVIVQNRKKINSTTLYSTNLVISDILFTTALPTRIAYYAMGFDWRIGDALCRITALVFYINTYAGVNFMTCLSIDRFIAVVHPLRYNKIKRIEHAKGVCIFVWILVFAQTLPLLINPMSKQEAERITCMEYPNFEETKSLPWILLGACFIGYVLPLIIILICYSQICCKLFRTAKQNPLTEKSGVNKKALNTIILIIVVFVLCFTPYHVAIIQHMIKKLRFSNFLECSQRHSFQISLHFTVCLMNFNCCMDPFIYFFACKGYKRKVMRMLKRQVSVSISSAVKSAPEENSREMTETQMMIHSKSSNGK
APJ antagonist – APJ receptor antagonism; P35414; CHO-K1 APJ beta-arrestin complementation, luminescence; inhibition, % at 20 µM; actives 0.32% (n = 330,000); AID 2521;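 active = inhibition above about 40% at 20 µM, limit read from the data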;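 note: cells challenged with 10 nM apelin-13 agonist together with compound; plate controls were apelin-13 plus DMSO wells for no effect and DMSO wells lacking apelin-13 for full effect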
Mdm2 MdmX PPI – inhibitors of human Mdm2/MdmX interaction; SaOS-2 split-luciferase Mdm2/MdmX complementation, luminescence; inhibition, % at 8 µM; actives 3% (n = 330,000); AID 485346;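 active = inhibition of at least 50% at 8 µM in the primary screen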
Numbers without * were called inactive; x = no result given; & = joins results of further samples. Not all compounds are listed (hit frequency here may not be typical).

SMILES	CHOP UPR activ	tim23-1 inh	CCR6 antagonist	APJ agonist	XBP1 UPR activ	CXCR6 block	EBI2 block	APJ antagonist	Mdm2 MdmX PPI
O=C(COc1ccc(Br)cc1)N1CCN(c2ccccc2)CC1	0.9	18.9	26.5	-1.0	-0.9	2.5	81.6*	-16.8	-7.7
Cc1c(C(=O)NCCN2CCOC2=O)oc2c(F)cccc12	0.3	-0.7	7.9	-0.4	-1.1	-2.0	5.5	-5.7	10.0
Cc1ccc(CN2CC(C(=O)Nc3ccc(C)cn3)CC2=O)cc1 (stereo not given)	0.9	16.8	12.4	6.0	6.2	1.9	7.5	15.4	38.8
CC(C(=O)N1CCN(C=O)CC1)N1C(=O)c2ccccc2C1=O (stereo not given)	-2.2	11.3	-7.8	-3.0	-2.0	4.8	-14.1	15.2	-0.4
Cc1ccc(S(=O)(=O)N2CCCCC2)cc1NC(=O)CNc1ccccc1N1CCCC1=O	0.2	2.1	2.9	-2.8	1.9	-2.5	5.1	4.0	8.5
Cc1ccc(S(=O)(=O)N/N=C\c2ccc(C)o2)cc1	-1.9	8.5	-0.7	0.7	-0.5	-5.0	0.1	1.3	13.8
COc1ccc(N2C(=O)CCC(C(C)=O)=C2C)cc1	-2.0	5.4	4.1	-2.0	-1.1	-0.7	-3.8	11.2	19.0
CC(Cc1cccs1)N(Cc1ccc(Cl)cc1)C(=O)c1ccncc1 (stereo not given)	0.6	28.5	10.1	-3.3	-2.8	4.9	7.6	0.7	0.1
CCCC1Cc2c(sc(N)c2C#N)CO1 (stereo not given)	-1.8	11.3	9.8	-0.6	1.0	-0.3	-0.2	4.7	9.7
COc1ccc(OCCN(C)Cc2c(O)ccc3ccccc23)cc1	2.3	9.2	-5.2	-1.1	-1.7	-1.1	-3.8	-3.0	9.4
O=C(COc1ccc(-c2nnco2)cc1)N1CCOCC1	0.0	-9.7	10.6	-3.9	-3.6	1.9	-2.7	1.5	-7.0
O=[N+]([O-])c1ccccc1N=Nc1ccc(O)cc1	2.9	45.5	38.5	-8.0	2.9	11.3	9.0	9.4	-17.5
COc1ccccc1OCc1nc2ccccc2s1	-2.8	25.0	22.4	-2.0	-7.1	-0.9	-0.4	-23.0	-72.2
CN(Cc1cc2ccccc2[nH]c1=O)C(=O)COc1ccccc1	1.3	10.6	9.2	0.8	0.0	-7.0	-0.2	-0.2	-15.0
COc1cc(OC)c(NS(=O)(=O)c2cn(C)cn2)cc1Cl	-1.0	-16.4	0.3	1.1	0.9	0.9	-6.0	-40.2	14.4
NC(=O)c1nsc(C(=O)N(CC(=O)NC2CCCCC2)c2ccc(Cl)cc2)c1N	-0.9	10.3	13.6	-5.1	-3.7	1.3	12.3	7.2	12.3
Cc1nc(Nc2cc(F)ccc2C)c2nnn(Cc3ccccc3)c2n1	-0.8	24.9	7.8	3.0	-0.8	5.0	-6.9	3.1	-0.4
Cc1nn(Cc2c(F)c(F)c(F)c(F)c2F)c(C)c1NC(=O)c1ccc(COc2ccc(Cl)cc2Cl)o1	4.2	34.7	10.4	-0.7	1.0	-4.6	30.4	-13.3	47.4
Oc1ccc(/C=N/n2c(-c3ccco3)csc2=Nc2cccnc2)c(O)c1	0.3	31.7	9.7	0.6	2.4	2.3	11.7	-5.5	45.0
COc1ccc(CC(=O)N[C@@H]2c3cc(OC)c(OC)cc3C[C@H]2OCc2ccccc2)cc1	2.1	30.1	14.1	x	-1.7	-5.3	-1.2	x	38.6
CC(C#N)(Cc1ccccc1)Nc1ccccc1 (stereo not given)	1.2	0.0	-4.8	-3.9	-0.2	2.5	-6.2	-16.4	16.3
COC(=O)c1cc(=O)n(Cc2cccs2)c(=Nc2ccc(F)cc2)s1	18.4	21.3	30.0	-0.1	10.2	9.9	29.6	19.4	50.3*
N=C1/C(=C\c2ccc(SCc3ccccc3)o2)C(=O)N=C2SC=NN12	-0.6	9.6	30.6	-4.3	-4.7	-8.8	4.5	23.2	23.5
CCN(CC)C(=O)n1c(Cc2ccccc2)nc2ccccc21	-1.5	22.8	11.1	-0.2	-4.5	-3.4	6.1	12.4	13.3
CCCCN1C(=O)C2C3C=CC(C2C1=O)C1C2C(=O)N(CCCC)C(=O)C2C31 (stereo not given)	-0.9	16.9	6.3	0.7	-5.5	-5.2	-13.3	-10.4	2.7
Cc1ccc(C(=O)N/N=C2\CCSC2)cc1[N+](=O)[O-]	-1.5	13.7	1.2	8.1	-3.7	-6.4	-13.9	-26.0	13.2
Cc1ccc(CSCCNC(=O)CSCc2ccc([N+](=O)[O-])cc2)cc1	-1.9	32.8	-2.7	-5.1	-2.7	-2.1	-0.5	-5.8	19.8
COc1ccccc1N1CCN(C(=O)c2cc(-c3ccc(C)cc3)on2)CC1	2.4	47.5	2.7	-6.3	-2.2	-0.4	63.7*	6.5	14.7
Cn1c(=O)c(=O)n(C)c2cc(S(=O)(=O)N3CCCCCC3)ccc21	2.2	6.0	-15.6	-2.8	1.9	-6.3	-2.9	21.2	-11.6
Cc1cccc(C(=O)NC(=S)N2CCc3ccccc3C2)c1	-0.2	6.8	8.3	-1.5	4.9	22.1	-15.1	8.8	15.7
O=[N+]([O-])c1ccc(O)c(C2=NNC(c3ccccc3F)C2)c1 (stereo not given)	0.4	42.9	34.2	-2.4	1.7	11.8	-11.7	7.9	7.8
COc1ccc(C2NC(=O)CCC2[N+](=O)[O-])cc1 (stereo not given)	1.1	1.4	29.0	-2.0	-4.5	-13.0	2.1	-16.3	11.5
O=C(Nc1cc(C(=O)N2CCCC2)ccc1N1CCCC1)C1CC1	-0.7	1.4	-4.5	-2.5	2.2	-11.1	9.7	6.2	-1.6
CCSc1ncc(/C=N/Nc2ccccc2)n1C	3.5	14.6	1.4	6.5	5.8	5.1	6.5	-32.0	0.1
CCN(CC(=O)Nc1ccc(NC(C)=O)cc1)C(=O)c1ccc(N2CCC(C)CC2)c([N+](=O)[O-])c1	-2.2	-0.5	22.8	-3.4	-3.6	5.2	-9.7	14.6	-5.6
O=C(COc1cc(Cl)ccc1Cl)N1CCNC1=O	0.5	12.9	-9.7	-3.3	-1.7	-1.2	-7.3	14.3	30.5
COc1ccccc1-n1ccnc(SCC(=O)NC2CCCC2)c1=O	0.8	14.5	4.7	6.3	0.8	1.7	3.6	16.0	-16.0
CN(Cc1cnn(-c2ccc(F)cc2)c1)Cc1nc(Cc2ccccc2)no1	-0.3	24.7	3.3	0.0	-3.5	-2.5	7.6	-17.8	-0.6
Cc1cnccc1CN(C)Cc1nc(Cc2ccccc2Cl)no1	-1.4	22.8	-6.2	-1.3	-2.4	-2.9	12.0	-16.4	-6.1
CC(C)(C)c1cc(-c2nc(N)nc(N)n2)cc(C(C)(C)C)c1	1.1	63.9*	-8.7	0.0	-1.8	-4.6	7.9	-11.8	14.4
CC1(C)CC(=O)C=C(NCc2ccc(C(=O)O)cc2)C1	1.8	-5.2	1.5	-1.5	-1.2	0.2	-0.8	9.5	-36.5
Cc1nn(-c2ncc(C(F)(F)F)cc2Cl)c(=O)n1-c1ccc(F)cc1	0.8	5.0	-7.4	6.6	1.2	5.3	-0.2	1.2	-20.0
CCSC1=NCCN1S(=O)(=O)c1ccc2ccccc2c1	-0.9	24.9	15.8	-2.1	2.1	4.0	8.1	9.5	-2.7
COc1cccc2cc(C(=O)C3=C(O)C(=O)N(CCN4CCOCC4)C3c3cccc(Cl)c3)oc12 (stereo not given)	1.4	7.0	7.3	-6.5	-2.7	-4.1	6.3	1.2	30.7
Cc1ccc(CN2CCN(Cc3cccc(-n4cccn4)c3)CC2CCO)cc1 (stereo not given)	-1.1	9.3	0.5	-3.7	-1.6	-5.9	-4.3	-10.6	-8.4
Cc1cccc(C)c1NC(=O)C1CCN(S(C)(=O)=O)CC1	1.6	5.0	8.4	0.0	-4.7	-2.2	-11.1	-2.5	-14.7
Cc1ccc(Cn2nc(C)c(NC(=O)CSc3n[nH]c(C)c3[N+](=O)[O-])c2C)cc1	-2.0	2.6	11.8	0.0	0.6	8.4	-8.9	4.6	-3.3
CCN(CC)c1ccc(SS(=O)(=O)O)cc1	-1.2&-0.5	1.3&2.5	8.4&1.9	0.6&-1.8	-0.2&-1.1	2.9&7.9	0.6&-6.5	-6.5&-0.7	18.4&-1.3
Cc1cccc(/C=N/NC(=O)c2ccc(Br)cc2)c1	5.4	13.0	13.0	2.8	0.9	-12.6	19.3	-17.3	13.6
Cc1cccc(C(C(N)=O)c2ncc(C(F)(F)F)cc2Cl)c1 (stereo not given)	0.4	8.0	-4.0	-0.4	0.8	-2.6	-8.3	-0.9	-8.7

2 consecutive entries already listed, quoted:
SMILES	CHOP UPR activ	tim23-1 inh	CCR6 antagonist	APJ agonist	XBP1 UPR activ	CXCR6 block	EBI2 block	APJ antagonist	Mdm2 MdmX PPI
Cc1ccc(Cn2nc(C)c(NC(=O)CSc3n[nH]c(C)c3[N+](=O)[O-])c2C)cc1	-2.0	2.6	11.8	0.0	0.6	8.4	-8.9	4.6	-3.3
CCN(CC)c1ccc(SS(=O)(=O)O)cc1	-1.2&-0.5	1.3&2.5	8.4&1.9	0.6&-1.8	-0.2&-1.1	2.9&7.9	0.6&-6.5	-6.5&-0.7	18.4&-1.3

Later entries:
SMILES	CHOP UPR activ	tim23-1 inh	CCR6 antagonist	APJ agonist	XBP1 UPR activ	CXCR6 block	EBI2 block	APJ antagonist	Mdm2 MdmX PPI
COc1cccc2cc(C(=O)NCc3ccccc3Br)c(=O)oc12	4.3	0.1	3.0	0.7	2.8	2.8	-3.1	-18.7	8.2
COc1cc(C(=S)N2CCOCC2)ccc1OS(=O)(=O)c1ccccc1[N+](=O)[O-]	-0.9	11.2	7.9	2.8	-0.8	-41.8	-7.3	-3.6	-0.1
O=C(OCCN1C(=O)c2cccc3c(N4CCOCC4)ccc(c23)C1=O)c1ccc(Cl)cc1	1.7	15.1	-0.9	-2.4	9.7	-8.7	-5.1	-30.5	72.9*
CN(C(=O)C1CC1)C1CCS(=O)(=O)C1 (stereo not given)	-1.6	-5.8	0.2	-3.9	-1.0	-0.9	-5.7	-6.3	16.9
COCCCNC(=S)Nc1ccc2c(c1)OCCO2	-0.4	5.1	5.4	1.2	-1.7	-2.9	0.5	0.3	14.1
Nc1c(Cl)ncnc1N/N=C/c1ccncc1	-0.7	-4.0	-12.7	1.3	-0.8	-3.5	4.3	6.4	14.3
CCOC(=O)C1=C(C)NC(SC)=C(C#N)C1CC(C)C (stereo not given)	-1.5	24.4	8.3	-1.2	-0.8	-5.3	-8.4	26.2	54.9*
CSc1ccccc1C(=O)C1CCCN(Cc2c(C)n(C)n(-c3ccccc3)c2=O)C1 (stereo not given)	-0.6	1.6	-11.2	-1.5	-2.4	0.7	-0.6	5.3	0.5

Compound activity as filed in PubChem.
